Screening data as filed in PubChem BioAssay.
M1 PAM = human M1 muscarinic receptor positive allosteric modulators, primary screen, CHO-K1 cells, Fluo-8 calcium fluorescence, 1536-well | Muscarinic acetylcholine receptor M1 (Homo sapiens), P11229 | CHO-K1 hM1, ACh EC20; 0% = ACh EC20, 100% = maximal ACh | activation, % at 3 µM | hit rate 0.088% among 360,000; in the data active = activation above about 19%, passing the limit was not always enough
Target sequence (P11229 whole entry, looked up): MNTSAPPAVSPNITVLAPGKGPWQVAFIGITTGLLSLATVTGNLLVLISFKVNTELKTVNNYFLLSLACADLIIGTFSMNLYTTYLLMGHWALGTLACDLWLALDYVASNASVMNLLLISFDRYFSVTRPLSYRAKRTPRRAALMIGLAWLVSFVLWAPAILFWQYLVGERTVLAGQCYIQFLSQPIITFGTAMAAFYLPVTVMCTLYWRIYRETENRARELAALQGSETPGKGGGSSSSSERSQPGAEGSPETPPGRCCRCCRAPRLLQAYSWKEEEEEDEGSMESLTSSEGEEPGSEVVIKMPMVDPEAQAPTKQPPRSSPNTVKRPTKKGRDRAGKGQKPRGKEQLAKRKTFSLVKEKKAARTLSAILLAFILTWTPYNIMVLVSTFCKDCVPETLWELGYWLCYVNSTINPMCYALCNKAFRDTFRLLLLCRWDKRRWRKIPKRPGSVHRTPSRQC
CHRM5 PAM = human M5 muscarinic receptor positive allosteric modulators, primary screen, CHO-K1 cells, Fluo-8 calcium fluorescence. activation, % at 3 µM. AID 624038, 2012. CHO-K1 hM5, ACh EC20 PAM; 0% = ACh EC20, 100% = ACh EC100. hit rate 0.3% among 360,000;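 active = activation above the run cutoff, the mean activation of all test compounds plus 3 SD, cut at about 18% in these data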
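Assay system: CHO-K1 hM5 cells. Also added: acetylcholine at EC20 concentration, added after compound. Dosing: 3 µM, single dose. Times: compound preincubation 140 s before EC20 acetylcholine addition. Signal: Fluo-8 calcium fluorescence. Measure: % activation relative to EC20 and EC100 ACh responses. Repeats: singlicate, one well per test compound.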
M1 antag = human M1 muscarinic receptor antagonists, primary screen, CHO-K1 cells, Fluo-8 calcium fluorescence, 1536-well; hit rate 1.3% among 360,000; inhibition, % at 3 µM; CHO-K1 hM1, ACh EC80 antagonist; AID 588852, 2011;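 active = percent inhibition above its own plate's cutoff, namely the mean of that plate's compound wells plus 3 SD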;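 note: peak over basal fluorescence ratio during 140 s after agonist addition; 0% = ACh EC80 plus DMSO and 100% = DMSO alone without agonist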
M5 ag = human M5 muscarinic receptor agonists, primary screen, CHO-K1 cells, Fluo-8 calcium fluorescence; hit rate 0.19% among 360,000; CHO-K1 hM5 cells; 0% DMSO wells, 100% maximal acetylcholine response; activation, % at 3 µM; Muscarinic acetylcholine receptor M5 (Homo sapiens), P08912;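 active = activation above the run's mean over test compounds plus 3 SD, cut at about 23% in these data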;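 note: signal is peak over basal fluorescence ratio across the kinetic read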
M4 antag = human M4 muscarinic receptor antagonists, primary screen, CHO cells, Fluo-8 calcium fluorescence; inhibition, % at 3 µM; Muscarinic acetylcholine receptor M4 (Homo sapiens), P08173; AID 624125, 2012; CHO-hM4 cells, ACh EC80; hit rate 0.73% among 360,000;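 active = inhibition above its plate's cutoff, the mean inhibition of sample wells plus 3 SD, cut at about 27% in these data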;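 note: 0% = acetylcholine EC80 with DMSO and 100% = DMSO without agonist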
Target sequence (P08173 whole entry, looked up): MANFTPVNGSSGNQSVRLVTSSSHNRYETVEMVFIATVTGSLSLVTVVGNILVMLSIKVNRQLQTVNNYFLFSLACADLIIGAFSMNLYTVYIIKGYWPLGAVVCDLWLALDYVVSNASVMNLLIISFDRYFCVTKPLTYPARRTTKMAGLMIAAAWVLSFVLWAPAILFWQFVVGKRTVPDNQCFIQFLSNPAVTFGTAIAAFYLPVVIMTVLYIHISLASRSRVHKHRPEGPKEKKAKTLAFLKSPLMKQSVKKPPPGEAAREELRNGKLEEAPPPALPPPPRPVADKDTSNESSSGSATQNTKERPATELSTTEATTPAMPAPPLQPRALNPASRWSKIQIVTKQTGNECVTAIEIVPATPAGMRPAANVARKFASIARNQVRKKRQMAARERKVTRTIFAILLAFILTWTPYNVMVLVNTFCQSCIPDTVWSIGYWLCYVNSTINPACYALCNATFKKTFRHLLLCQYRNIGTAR
CRFBP-R2 agonist = agonists of CRF-BP/CRF-R2 complex, primary screen, cell-based, HEK293, calcium dye fluorescence, uHTS; CRF-binding protein / CRF receptor 2 complex (human); calcium dye fluorescence (FLIPR); percent of saturating CRF peptide response; activation, % at 13.2 µM; hit rate 0.46% among 350,000; AID 588473, 2011;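 active = activation of at least 50%, plus an integration ratio under a set limit after plate pattern correction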;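 note: plate controls were neutral control wells without compound for no effect and CRF at EC100 for full effect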
CHRM5 antagonist = human M5 muscarinic receptor antagonists, primary screen, CHO cells, Fluo-8 calcium fluorescence. CHO-hM5 cells, ACh EC80. Muscarinic acetylcholine receptor M5 (Homo sapiens), P08912. hit rate 0.59% among 360,000. inhibition, % at 3 µM;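 active = inhibition above a per-plate cutoff, the mean of that plate's test compounds plus 3 SD, cut at about 27% in these data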;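 note: 0% = acetylcholine EC80 with DMSO and 100% = DMSO without agonist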
M4 ag = human M4 muscarinic receptor agonists, primary screen, CHO-K1 cells, Fluo-8 calcium fluorescence | Muscarinic acetylcholine receptor M4 (Homo sapiens), P08173 | CHO-K1 hM4/Gqi5; vehicle 0%, full acetylcholine response 100% | activation, % at 3 µM | hit rate 0.14% among 360,000 | AID 624127, 2012;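 active = activation above the run mean over all test wells plus 3 SD, cut at about 32% in these data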;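 note: peak over basal fluorescence ratio per well then scaled between controls; 0% = DMSO wells and 100% = acetylcholine at EC100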
M4 PAM = human M4 muscarinic receptor positive allosteric modulators, primary screen, CHO-K1 cells, Fluo-8 calcium fluorescence; activation, % at 3 µM; hit rate 0.4% among 360,000; Muscarinic acetylcholine receptor M4 (Homo sapiens), P08173; CHO-K1 hM4/Gqi5, ACh EC20; 0% = ACh EC20, 100% = maximal ACh; AID 624126, 2012;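 active = activation above its plate's cutoff, the mean activation of sample wells plus 3 SD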; note: some results filed as inactive read as strong as hits
* marks the source's active call; other numbers are inactive results; / = no result given. Not a hit list (roughly 2.8% active in at least one column).

M1 PAM	CHRM5 PAM	M1 antag	M5 ag	M4 antag	CRFBP-R2 agonist	CHRM5 antagonist	M4 ag	M4 PAM	molecule
13	5	-12	1	9	-0.2	0	-1	-2	O=C(c1nc2nc(-c3ccccc3)cc(C(F)(F)F)n2n1)N1CCOCC1
5	4	0	2	-3	/	-1	10	6	NC(c1ccccc1)c1csc(NC(=O)NCCc2ccccc2)n1 (stereo not given)
4	-1	-14	3	0	-3.8	-3	-1	4	CCCc1cc(=O)[nH]c(SCC(=O)Nc2sc3c(c2C(N)=O)CCCC3)n1
12	0	-18	-2	-4	-0.3	5	2	-19	COc1ccc(-c2nc(-c3ccncc3)no2)c(OC)c1
6	1	-11	-3	-10	-1.2	12	1	3	CN1CCN(C(=O)CCC(=O)NCc2ccc(F)cc2)CC1
-4	-4	0	-2	-2	-0.1	4	3	1	CCN1CCN(C(=O)c2cccc(OC3CCN(S(=O)(=O)N(C)C)CC3)c2)CC1
4	-5	-6	-1	-16	-1.4	8	-1	3	CCCCC(CC)COC1(c2ccccc2)OC(=O)c2ccccc21 (stereo not given)
9	17	-22	-9	-19	3.8	-2	-1	10	O=C(/C=C/c1ccccc1)Nc1cc(NC(=O)/C=C/c2ccccc2)cc(C(=O)O)c1
30*	1	-22	-3	-8	-2.2	8	0	3	COc1cccc(CC(NC(C)=O)C(=O)NC2CCN(C(=O)c3ccc(Cl)cc3)CC2)c1OC (stereo not given)
2	-3	-22	-2	-3	12	-3	0	-3	Cc1ccc(NC(=O)/C(C#N)=C/c2ccc(C)s2)c(C)c1
6	-3	-4	1	-1	-2.4	4	6	6	O=C(COC(=O)c1ccccc1NC(=O)c1ccco1)Nc1ccc2c(c1)OCO2
9	-3	-47	-3	1	-1.7	3	3	5	O=S(=O)(NCCSc1nnc(-c2ccco2)n1-c1ccccc1)c1ccccc1

Quoted at random: 3 records from the list
M1 PAM	CHRM5 PAM	M1 antag	M5 ag	M4 antag	CRFBP-R2 agonist	CHRM5 antagonist	M4 ag	M4 PAM	molecule
4	-1	-14	3	0	-3.8	-3	-1	4	CCCc1cc(=O)[nH]c(SCC(=O)Nc2sc3c(c2C(N)=O)CCCC3)n1
9	-3	-47	-3	1	-1.7	3	3	5	O=S(=O)(NCCSc1nnc(-c2ccco2)n1-c1ccccc1)c1ccccc1
4	-5	-6	-1	-16	-1.4	8	-1	3	CCCCC(CC)COC1(c2ccccc2)OC(=O)c2ccccc21 (stereo not given)

Continuation.
M1 PAM	CHRM5 PAM	M1 antag	M5 ag	M4 antag	CRFBP-R2 agonist	CHRM5 antagonist	M4 ag	M4 PAM	molecule
12	9	-17	0	-2	-1.7	4	1	0	CC/C(=N\NC(=O)COc1ccc(Br)cc1)c1ccc(OC)c(OC)c1
4	3	-1	0	2	4.3	7	0	0	CCOC(=O)[C@@H]1[C@H]2COc3cc(OC)ccc3[C@H]2N2C(=O)N(c3ccc(C)cc3)C(=O)[C@@]12C
2	-3	-3	1	-13	-0.7	2	3	4	Cc1ccc2c(c1)N(C(=O)CCC(=O)N1CCN(c3ccccc3)CC1)CCO2
10	9	-27	-3	-4	-0.2	-2	1	5	O=C(Nc1nc(N2C(=O)c3ccccc3C2=O)n(-c2ccccc2)n1)c1ccc(F)cc1
-2	0	-4	-8	-7	-1.4	0	3	20	CN(C)CCCNC(=S)Nc1ccc(Br)cc1
6	-1	3	2	8	-1.4	-4	3	-5	CN(CC(=O)N1CCN(c2ccccn2)CC1)S(=O)(=O)c1cccc2nsnc12
0	0	4	1	3	/	-6	0	-2	CC1(C(=O)Nc2ccc3c(c2)OCO3)CCN1C(=O)C1CCCCC1 (stereo not given)
1	3	7	3	9	6.2	8	4	-4	FC(F)(F)c1ccc2c(c1)N1CCCC1CN2 (stereo not given)
3	-4	5	-3	-4	13	4	0	8	O=C(COc1ccccc1)Nc1ccc(OC(F)(F)C(F)F)c(NC(=O)COc2ccccc2)c1
-10	-17	6	0	-9	1.1	6	15	-8	Cc1ccc2c(c1)c1nnc(SCC(=O)Nc3ccccc3C(F)(F)F)nc1n2CC(=O)O
2	-1	-5	-4	-8	-0.1	5	0	3	Cn1cc([N+](=O)[O-])c(C(=O)N/N=C/c2ccncc2)n1
3	5	-2	-3	11	-2.4	-2	1	-5	CN(C)C(CNC(=O)c1cccnc1Sc1ccccc1)c1ccco1 (stereo not given)

New compounds follow:
M1 PAM	CHRM5 PAM	M1 antag	M5 ag	M4 antag	CRFBP-R2 agonist	CHRM5 antagonist	M4 ag	M4 PAM	molecule
0	3	-2	3	-7	/	-12	-1	1	COc1ccc2[nH]c3c(c(=O)c2c1)CCCC3
11	2	-8	-2	3	-0.3	-3	2	7	O=C(NCC(=O)N1CCCCC1)c1sc2ccccc2c1Cl
0	-9	-2	-2	4	3.6	15	4	-9	Cc1ccc(S(=O)(=O)N2CCN(C(=O)c3ccc(OCc4c(C)noc4C)cc3)CC2)cc1
6	-2	-10	3	-2	0.3	4	6	4	Cc1ccc(OCCC(=O)Nc2ccc(C)c(S(=O)(=O)N3CCOCC3)c2)cc1
1	1	-4	-3	4	0.2	5	1	-1	COc1cc(/C=C2\CCC(C3CCCC3)C2=O)ccc1OC(C)C (stereo not given)
-6	-9	7	2	-6	0.3	13	1	-6	CCOC(=O)Cn1nc(C)c(NC(=O)COc2ccccc2)c1C
10	3	-8	-2	-2	0.9	1	-1	3	Cc1ccc(-c2nnc(Nc3ccc(CC(N)=O)cc3)c3ccccc23)cc1S(N)(=O)=O
3	6	3	-5	10	-3.8	-10	0	10	CC1CC1C(=O)OCC(=O)NCc1ccc(Cl)cc1Cl (stereo not given)
9	4	-8	-1	-3	-3.5	-13	0	-3	CCOC(=S)SCC(=O)N1CCc2cc(OC)ccc2C1C1C(=O)CCCC1=O (stereo not given)
4	-7	-4	-4	-16	-3.7	14	0	5	O=C1NC(=S)N/C1=C/c1cccc2ccccc12
5	1	-6	1	9	-0.3	7	0	-1	CC(C)=CCN1CCN(Cc2cc(CC(C)C)n[nH]2)CC1CCO (stereo not given)
3	7	-8	-1	-22	2.2	-10	4	3	Cn1cccc1Cc1nnc(SCC(=O)NCc2ccc3c(c2)OCO3)n1CCc1ccccc1

Arranged by number of heavy atoms (ascending): part of the list above
M1 PAM	CHRM5 PAM	M1 antag	M5 ag	M4 antag	CRFBP-R2 agonist	CHRM5 antagonist	M4 ag	M4 PAM	molecule
0	3	-2	3	-7	/	-12	-1	1	COc1ccc2[nH]c3c(c(=O)c2c1)CCCC3
3	6	3	-5	10	-3.8	-10	0	10	CC1CC1C(=O)OCC(=O)NCc1ccc(Cl)cc1Cl (stereo not given)
11	2	-8	-2	3	-0.3	-3	2	7	O=C(NCC(=O)N1CCCCC1)c1sc2ccccc2c1Cl
-6	-9	7	2	-6	0.3	13	1	-6	CCOC(=O)Cn1nc(C)c(NC(=O)COc2ccccc2)c1C
6	-2	-10	3	-2	0.3	4	6	4	Cc1ccc(OCCC(=O)Nc2ccc(C)c(S(=O)(=O)N3CCOCC3)c2)cc1
3	7	-8	-1	-22	2.2	-10	4	3	Cn1cccc1Cc1nnc(SCC(=O)NCc2ccc3c(c2)OCO3)n1CCc1ccccc1

Next structures.
M1 PAM	CHRM5 PAM	M1 antag	M5 ag	M4 antag	CRFBP-R2 agonist	CHRM5 antagonist	M4 ag	M4 PAM	molecule
2	-3	1	-4	-3	-0.8	13	4	-11	COC(=O)c1[nH]c2cc(OC)ccc2c1NC(=O)c1c(F)cccc1F
7	6	-7	1	-5	-1.5	-6	-1	11	CCOC(=O)c1cc(C(=O)OCC)c2cc(Br)ccc2n1
5	-2	-9	-1	5	-0.8	6	0	-7	Cc1cc(C)c(NC(=O)C2c3ccccc3Oc3ccccc32)c(C)c1
3	4	-2	-1	12	-2.4	-1	2	3	CN(C(=O)N1CCN(S(=O)(=O)c2ccccc2)CC1)c1ccccc1
3	14	-13	-1	-9	-3.6	-12	1	0	O=C(CSc1nc2ncc(Br)cc2[nH]1)c1ccc([N+](=O)[O-])cc1
0	1	-8	-3	-6	0.9	5	1	-1	Nn1c(SCC(=O)Nc2ccc3c(c2)CCC3)nnc1C1CC1
3	12	0	-2	14	8.8	2	1	0	COC(=O)CCS(=O)(=O)c1nc(-c2ccccc2)cc(C(F)(F)F)n1
11	2	-23	3	-19	7.3	-3	-1	11	Clc1ccc(-c2nnc(SCc3nc(-c4ccccc4)no3)o2)cc1
12	-1	-19	2	-3	6.5	2	1	8	COc1ccc(C2CC(c3cccc(Cl)c3)=NN2c2ccc(S(N)(=O)=O)cc2)cc1 (stereo not given)
6	-5	-1	2	-10	1.9	4	0	4	Cc1ccc(C(=O)O)cc1NC(=O)CCc1c(C)noc1C
5	0	-11	1	-4	-0.3	5	1	-14	CCCN(CCC)C(=O)Cn1c(=O)n(CCCC(=O)NCc2ccco2)c(=O)c2sccc21
-1	-13	3	-4	-4	-0.9	-3	-2	-16	COc1ccc(S(=O)(=O)N(C(=O)c2ccncc2)c2ccc3oc4c(c3c2)CCCC4)cc1
